Assay outcomes (PubChem)
DT40 TDP1 no CPT: qHTS for Inhibitors of human tyrosyl-DNA phosphodiesterase 1 (TDP1): qHTS in cells in absence of CPT | 15% of 420,000 active | Potency, µM (titrated, usually from 46.2 µM), for inactives: top-dose activity change, negative = growth inhibition, most hits filed as inhibitors | DT40 Tdp1-/- hTDP1 cells, no CPT, ATP luminescence, 48 h | AID 686978, 2013; also: nearly all actives have a fitted effect of over 55% in size
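Compound effects on proliferation are scored in DT40 Tdp1-/-;hTDP1 cells in the absence of CPT. ATP levels (CellTiter-Glo luminescence) are recorded after a ≥48 hr, 37 °C incubation.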
TDP1 block: blocks human tyrosyl-DNA phosphodiesterase 1; recombinant TDP1, AlphaScreen DNA substrate cleavage; 0.28% of 350,000 active; Potency, µM (doses to about 130 µM), for the others: at the top dose activity change, negative = inhibition, actives largely listed as inhibitors; Q9NUW8; also: nearly all actives have a fitted effect of over 40% in size
Target sequence (Q9NUW8 whole entry, looked up): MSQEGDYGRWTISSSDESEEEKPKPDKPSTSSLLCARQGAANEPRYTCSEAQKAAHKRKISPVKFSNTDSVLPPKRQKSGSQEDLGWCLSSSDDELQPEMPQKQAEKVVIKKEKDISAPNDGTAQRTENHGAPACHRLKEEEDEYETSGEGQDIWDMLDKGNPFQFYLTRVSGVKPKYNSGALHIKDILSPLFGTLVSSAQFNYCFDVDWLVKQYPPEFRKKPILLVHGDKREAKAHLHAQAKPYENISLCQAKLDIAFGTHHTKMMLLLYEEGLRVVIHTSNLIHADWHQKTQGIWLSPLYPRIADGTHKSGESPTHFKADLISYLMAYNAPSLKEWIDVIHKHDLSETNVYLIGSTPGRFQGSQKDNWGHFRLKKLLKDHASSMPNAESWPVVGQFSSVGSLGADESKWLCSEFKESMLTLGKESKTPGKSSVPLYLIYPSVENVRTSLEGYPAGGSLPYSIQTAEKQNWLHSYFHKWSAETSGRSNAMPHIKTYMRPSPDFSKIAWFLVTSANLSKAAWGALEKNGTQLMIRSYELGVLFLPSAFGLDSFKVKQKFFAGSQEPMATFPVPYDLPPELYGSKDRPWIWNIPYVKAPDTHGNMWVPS
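Signal: AlphaScreen proximity between streptavidin donor and anti-FITC acceptor beads on intact substrate. Reaction: Tdp1 1 nM, substrate 15 nM final, 5 min RT after 15 min compound preincubation.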
TDP1 cell CPT: growth inhibition of DT40 Tdp1-/-;hTDP1 cells with camptothecin (screen for TDP1 inhibitors); chicken DT40 Tdp1-/-;hTDP1 cells + 20 nM CPT, ATP luminescence, 48 h; Potency, µM (highest dose often 46.2 µM), for the others: at the highest dose activity change, negative = growth inhibition, most hits filed as inhibitors; 12% of 420,000 active; also: nearly all actives have a fitted effect of over 55% in size
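Chicken DT40 Tdp1-/- cells stably complemented with human TDP1 were seeded at 400 cells/well in medium containing 20 nM camptothecin, exposed to pin-transferred compounds, and grown at 37 °C for at least 48 hr. Viability was read as ATP luminescence.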
An asterisk follows results filed as active; ? = inconclusive; nt = not tested or not shown; ! = repeats disagree; [ ] = another dose, or the depositor's remark. Calls follow the shape of the dose curve; as a rule, active = well fitted curve in the direction sought with a large enough effect; inconclusive = small, poorly fitted or top-dose-only effect, or another doubt; inactive = no such curve, though single readings can be large; an effect the other way counts as inactive or inconclusive. % is scaled to controls: 0 for no effect and ±100 for the full control effect; potency is read from the fitted curve at half-maximal effect.

SMILES | DT40 TDP1 no CPT | TDP1 block | TDP1 cell CPT
Cc1ncoc1C(=O)NC1CC(C)(C)Cc2c1cnn2-c1ccccc1 (configuration not stated) | -22% | 6% | -19%
CCOc1ccccc1NC(=O)CSc1nc2c(c(=O)n(C)c(=O)n2C)n1C | ? | 7% | -18%
O=C(CNC(=O)Cc1ccccc1)NCc1cccs1 | 0% | 1% | -13%
Cc1coc2c1c(C)cc1oc(=O)c(Cc3ccccc3)c(C)c12 | ? | 6% | ?
C=CCN1C(=O)S/C(=C/c2ccsc2)C1=O | -24% | 3% | ?
CCOC(=O)N1CCN(C(=O)c2cc3c(ccc4ccccc43)oc2=O)CC1 | -24% | 3% | -1%
Cc1cc(NC(=O)CCC(=O)N(CCC(C)C)C(C(=O)NC2CCCC2)c2cccnc2)no1 (configuration not stated) | -17% | 7% | 3%
N/C(=N\OC(=O)c1ccc(Cl)cc1)c1cccnc1 | 0% | 1% | 3%
COc1cc(OC)nc(NC(=O)CSc2nc3ccccc3o2)n1 | -12% | 1% | -21%
COc1ccc(OC)c(NC(=O)Cn2cc(C(=O)c3ccco3)c3ccccc32)c1 | 16µM* | 2% | ?
COc1cc(NC(=O)CSc2nnc(-c3ccncc3)o2)cc(OC)c1OC | -5% | 5% | -11%
Clc1ccc(-c2ccc(CNCC3CCCO3)o2)cc1 (configuration not stated) | ? | nt | -27%
CCCSc1nnc(NC(=O)CSc2sc3c(O)cc(=O)[nH]c3c2C#N)s1 | -4% | 0% | -5%
Cc1cc(C)cc(NC(=O)C2CCCN(c3nnc(C)c4c(C)n(-c5ccccc5)nc34)C2)c1 (configuration not stated) | 15µM* | 0% | 23µM*
COc1ccc(Cc2nnc(NS(=O)(=O)c3ccc([N+](=O)[O-])cc3)s2)cc1 | -14% | nt | -10%
Cc1ccccc1C(=O)N1CCN(c2ncccn2)CC1 | 6% | 3% | 19%
COc1ccccc1/C=C/C(=O)Nc1ccc(S(=O)(=O)Nc2cc(C)nc(C)n2)cc1 | -17% | nt | 4%
Cc1ccc(-c2nc3c4cnn(-c5cc(Cl)ccc5Cl)c4ncn3n2)cc1 | -10% | 5% | -18%
O=C(NCSc1ccncn1)c1ccccc1 | -20% | 4% | -23%
COc1cc(Cl)c(C)cc1NC(=O)CN(C)C1CCS(=O)(=O)C1 (configuration not stated) | -26% | 0% | -4%
COc1ccc(C(=O)C2CCCN(Cc3ccc4nonc4c3)C2)c(OC)c1 (configuration not stated) | ? | 5% | 12µM*
CCNC(=O)CC1C(=O)N(c2ccc(C)cc2)C(=O)N1Cc1ccc(C)cc1 (configuration not stated) | 3% | -4% | -6%
Cc1ccccc1-c1nn2c(=O)cc(CN3CCN(C(=O)c4ccccc4Br)CC3)nc2s1 | ? | 5% | -18%
NCCCNCCSP(=O)(O)O | 1% | 9%[56.1 µM] | -2%
COc1cc(Cl)c(C)cc1NC(=O)COc1ccc(C)nc1[N+](=O)[O-] | ? | -1% | ?

13 entries out of the list, ordered by count of non-hydrogen atoms, descending:
SMILES | DT40 TDP1 no CPT | TDP1 block | TDP1 cell CPT
Cc1cc(NC(=O)CCC(=O)N(CCC(C)C)C(C(=O)NC2CCCC2)c2cccnc2)no1 (configuration not stated) | -17% | 7% | 3%
Cc1ccccc1-c1nn2c(=O)cc(CN3CCN(C(=O)c4ccccc4Br)CC3)nc2s1 | ? | 5% | -18%
COc1ccccc1/C=C/C(=O)Nc1ccc(S(=O)(=O)Nc2cc(C)nc(C)n2)cc1 | -17% | nt | 4%
COc1ccc(C(=O)C2CCCN(Cc3ccc4nonc4c3)C2)c(OC)c1 (configuration not stated) | ? | 5% | 12µM*
CCCSc1nnc(NC(=O)CSc2sc3c(O)cc(=O)[nH]c3c2C#N)s1 | -4% | 0% | -5%
Cc1ncoc1C(=O)NC1CC(C)(C)Cc2c1cnn2-c1ccccc1 (configuration not stated) | -22% | 6% | -19%
COc1cc(OC)nc(NC(=O)CSc2nc3ccccc3o2)n1 | -12% | 1% | -21%
COc1cc(Cl)c(C)cc1NC(=O)CN(C)C1CCS(=O)(=O)C1 (configuration not stated) | -26% | 0% | -4%
Cc1ccccc1C(=O)N1CCN(c2ncccn2)CC1 | 6% | 3% | 19%
Clc1ccc(-c2ccc(CNCC3CCCO3)o2)cc1 (configuration not stated) | ? | nt | -27%
N/C(=N\OC(=O)c1ccc(Cl)cc1)c1cccnc1 | 0% | 1% | 3%
C=CCN1C(=O)S/C(=C/c2ccsc2)C1=O | -24% | 3% | ?
NCCCNCCSP(=O)(O)O | 1% | 9%[56.1 µM] | -2%

New compounds follow.
SMILES | DT40 TDP1 no CPT | TDP1 block | TDP1 cell CPT
Cc1ccc(NC(=O)CSc2ccc3c(c2)OCCO3)nc1 | -26% | 1% | -1%
Cc1ccc(OCC(=O)N(Cc2ccco2)c2c(N)n(Cc3ccccc3)c(=O)[nH]c2=O)cc1C | 18% | 0% | -23%
CC(=O)/C=C1\OCc2ccccc21 | 25% | nt | 14%
CCn1cc(C(=O)N2CCc3ccccc32)c(=O)c2cc(S(=O)(=O)N(C)C3CCCCC3)ccc21 | ? | 8% | -19%
CC(C)(C)C(=O)Nc1nnc(-c2ccccc2)c(-c2ccccc2)n1 | -24% | 5% | 9%
O=c1[nH][nH]c2c1[C@H](c1ccc(Cl)cc1)O[C@H](C1CCCCC1)C2 | -24% | nt | -23%
CC1(C(=O)Nc2ccc3c(c2)OCCO3)CSCC(=O)N1CCCN1CCOCC1 (configuration not stated) | 9% | nt | 5%
CCn1c(=O)cc(NC2=NCC(C)CN2c2cccc(Cl)c2)n(C)c1=O (configuration not stated) | ? | 3% | ?
O=C1NC(=O)C(c2ccccc2[N+](=O)[O-])=C1Nc1ccc(O)c(Cl)c1 | 27µM*! | 5%[56.1 µM] | 7.3µM*!
CC(=O)c1c(C)[nH]c(C(=O)OCC(=O)NCCCc2ccccc2)c1C | ? | 0%[56.1 µM] | ?
O=C(O)/C=C/C(=O)N1CCN(c2cccc(Cl)c2)CC1 | 5% | -3% | 6%
COc1cccc(OC)c1C(=O)Nc1ccc2c(c1)N(S(=O)(=O)c1cccs1)CCC2 | 1% | 1% | -4%
O=C(CSc1c2c(nc3ccccc13)CCC2)Nc1ccc(F)cc1F | ? | 2% | ?
Cc1nc(-c2cc(-c3nc(-c4ccc(C(F)(F)F)cc4)no3)no2)cs1 | ? | -1% | -19%
Brc1cc(Br)cc(CN2CCSCC2)c1 | 3% | -4% | -1%
O=C(NC1CCCCC1)C(c1ccccn1)N(C(=O)c1csnn1)c1ccccc1F (configuration not stated) | -15% | 10% | -16%
CCOc1cc(NC(=S)NCc2ccccc2)c(OCC)cc1NC(=O)C(C)C | -16% | 1% | -25%
Cc1ccc(-c2nc3cc(NC(=O)Cc4ccc(Cl)cc4)ccc3o2)cc1 | -3% | -9%[12.3 µM] | -21%
Cc1ccc(-c2nc(CS(=O)CC(=O)NC3CCCC3)c(C)o2)cc1 (configuration not stated) | ? | 9% | ?
O=C(CN1C(=O)NC2(CCCC2)C1=O)NNC(=O)c1ccc(Cl)cc1 | -5% | 0% | -4%
CC(NC(=O)c1cc(-c2ccc(Br)cc2)on1)c1ccccc1 (configuration not stated) | ? | -2% | ?
Cc1c(NS(=O)(=O)c2ccc(Br)cc2)c(=O)n(-c2ccccc2)n1C | -11% | nt | -8%
Cc1ccc(NC(=O)O/N=C/c2cccc([N+](=O)[O-])c2)cc1 | 11% | -2% | 6%
O=C(Nc1ccc2c(c1)OCCO2)c1cccc(S(=O)(=O)N2CCOCC2)c1 | -1% | 4% | -26%
O=[N+]([O-])c1cc(Cl)ccc1N1CCN(c2cccc(C(F)(F)F)c2)CC1 | 9.2µM* | 8% | ?

(next part)
SMILES | DT40 TDP1 no CPT | TDP1 block | TDP1 cell CPT
O=C(Nc1ccc(Br)cc1)/C(=C/c1cccc([N+](=O)[O-])c1)NC(=O)C1CCCCC1 | ? | 8% | ?
COC(=O)c1c(NC(=O)Cc2coc3ccc(C(C)C)cc23)sc2c1CCC2 | ? | 0% | ?
CC(CNC(=O)COC(=O)c1cccs1)c1ccccc1 (configuration not stated) | -1% | -1% | -28%
COC(=O)/N=C/c1c(NCc2ccccc2)nc2c(C)cccn2c1=O | ? | 6% | -27%
CC(=O)c1ccc(NC(=O)C(C)Nc2ccc(Cl)cc2)cc1 (configuration not stated) | -25% | 2% | ?
CCCCc1nn2c(=O)cc(COC(=O)c3ccc(NC(=O)CCc4ccccc4)cc3)nc2s1 | -1% | -1% | -8%
C/C(=N\NC(=O)c1nn(C)c(C)c1Br)c1ccc(NC(=O)c2ccoc2C)cc1 | -26% | 5% | -18%
Cc1cc(S(=O)(=O)N2CCCCC2)c(C)s1 | 2% | 2% | -1%
CC(C)(C)N1CC(C(=O)Nc2ccc(C#N)cc2)CC1=O (configuration not stated) | -13% | nt | -8%
CSc1cccc(NC(=O)N2CCN(c3cc(-c4noc(C)n4)ccc3C)CC2)c1 | ? | 7% | ?
Cc1c(Cl)cccc1NC(=O)CC(c1cccs1)N1Cc2ccccc2C1=O (configuration not stated) | ? | 6% | 16µM*
Cc1ccccc1C=Nc1ccccc1C(N)=O | 4.6µM* | 4% | 5.2µM*
O=[N+]([O-])c1ccc(S(=O)(=O)N/N=C/c2cccs2)cc1 | 6% | 10% | -22%
CC1(C)OC(=O)N(CCc2ccccc2)C1(C)O (configuration not stated) | 12% | -2% | 15%
Cc1nc(Cc2nnc(SC(C)C(=O)Nc3cccc(C#N)c3)o2)cs1 (configuration not stated) | 7% | nt | 14%
COCc1c(C(=O)NCCOc2ccc(Cl)cc2)oc2ccccc12 | 23µM* | -8%[56.1 µM] | 26µM*
O=C(COc1c(CO)cc(Br)cc1CO)NC1CCCc2ccccc21 (configuration not stated) | ? | 0% | -13%
COC(=O)C(Cc1ccccc1)NC(=O)CNS(=O)(=O)c1ccc(Br)cc1 (configuration not stated) | -5% | 9% | -4%
CCOc1ccc(CN2CCN(Cc3ccon3)CC2CCO)cc1 (configuration not stated) | -5% | 0% | -17%
CC(C)(C)C(=O)Nc1ccc(NC(=O)c2ccco2)nc1 | 8% | 9% | -21%
O=C(Nc1c(-c2cccs2)nc2ccccn12)c1ccccc1F | -22% | 0% | ?
COc1ccc(Cc2nc(C(=O)Nc3ccc(OC)cc3)cs2)cc1 | -29% | 5% | -15%
Cc1ccc(NS(=O)(=O)c2cc3c4c(c2)CC(=O)N4CCC3)cc1C | -5% | 2% | 13µM*
CCC(C)NC(=O)c1c2c(nc3ccccc13)C(=O)N(C1CCCCC1)C2 (configuration not stated) | -24% | 1% | -13%
CC(=O)OCCCNc1cc(SCc2ccco2)c2nonc2c1[N+](=O)[O-] | ? | -3% | 21µM*

The listing continues:
SMILES | DT40 TDP1 no CPT | TDP1 block | TDP1 cell CPT
O=C(N/C(=C/c1ccc(Cl)cc1)c1nc2ccccc2[nH]1)c1ccco1 | -13% | 0% | ?
COCCn1c(C)c(C(=O)O)sc1=S | 7% | 6% | 11%
O=c1cc(-c2ccccc2)cc(-c2ccccc2)n1O | 16µM* | nt | 21µM*
COc1ccc(OC)c(C(=O)N2CCC(CCC(=O)NC3CC3)CC2)c1 | 16% | 2% | -14%
COc1ccc(NC(=O)c2ccc(NC(=O)CCS(=O)(=O)c3cccs3)cc2)cc1OC | ? | -1% | -26%
CC1=CC(=O)C=CC1(C)C(Cl)Cl (configuration not stated) | -24% | 0% | 1%
Cc1ccc(C(C)C)cc1NC(=O)Nc1ccc([N+](=O)[O-])cc1 | 3.7µM* | nt | 4.6µM*
Cc1cc(C)cc(OCC(=O)N/N=C/c2ccc([N+](=O)[O-])o2)c1 | ? | -2% | -89%
COc1ccc(-c2nnc(SCC(=O)NCC3CCCO3)o2)cc1 (configuration not stated) | 15% | 1% | -15%
O=C(Nc1ncccc1O)c1ccc(OCC2CCCO2)cc1 (configuration not stated) | -25% | 2% | ?
CC1CCCC(n2c(=S)[nH]c3ccccc3c2=O)C1C (configuration not stated) | ? | 7% | ?
CN(Cc1ccccc1)C(=O)[C@@H]1CCCN1S(=O)(=O)c1ccc(Cl)cc1 | 6% | 0% | -4%
NC(=O)c1ccccc1NC(=S)NC(=O)c1ccc(Br)o1 | -15% | -4% | ?
CCN(CC)C(=O)CSc1nnc2ccc3ccccc3n12 | -2% | 4% | 7%
CCOC(=O)c1sc2ncn(CC(=O)Nc3ccc(F)cc3F)c(=O)c2c1C | 5% | 6% | 2%
Cc1cc(C)cc(NC(=O)CSc2nc(=O)[nH]c3c2CCC3)c1 | ? | 0% | ?
O=C1c2ccccc2C(Nc2ccc(S(=O)(=O)N3CCOCC3)cc2)N1c1ccccn1 (configuration not stated) | ? | 5% | ?
Cc1ccc(-c2cc(C(=O)Nc3c(C)n(C)n(-c4ccccc4)c3=O)[nH]n2)c(O)c1C | -23% | 2% | -7%
